Compound activity: PubChem, Sanford-Burnham Center for Chemical Genomics
TAG inh – inhibitors of triacylglycerol accumulation, primary screen, cell-based, uHTS, fluorescence, H9c2. H9c2 cells, Nile Red lipid (TAG) fluorescence; cells loaded with 200 µM oleic acid. inhibition, % at 12.5 µM. 0.66% of 230,000 active. AID 651582, 2012;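 active = pattern-corrected inhibition of lipid staining of at least 50% with the nuclear-stain viability signal not falling by more than 50%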;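 note: 0% = DMSO wells and 100% = triacsin C control wells; some results filed as inactive read as strong as hits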
TAG inh DAPI viability – recorded beside TAG inh, whose call it bears; DAPI nuclei signal change (viability), lower = more cytotoxic, %;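 whole-well DAPI fluorescence read on a plate reader as a viability signal; minus 50 percent equals half of cells still viable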
* hit, by the source's call; & = joins results of further samples. These rows are one share of the data; count on the stated rates, not on these rows.

CCOC(=O)/C(=N/Nc1ccc(Br)cc1)N1CC(C)OC(C)C1 (configuration not stated) was read as TAG inh 11 and TAG inh DAPI viability -4.
`Nc1ncnc2c1ncn2[C@@H]1O[C@H](CNC(=O)[C@@H]2CCCN2S(=O)(=O)c2ccc(F)cc2)[C@@H](O)[C@H]1O` gave TAG inh 0 and TAG inh DAPI viability -9.
`COc1ccc(N2CCN(C(=O)CNC(=O)c3ccc(C(C)(C)C)cc3)CC2)cc1` gave TAG inh 26 and TAG inh DAPI viability 0.
COc1ccc(CCNC(=O)COc2cccc(-n3cnnn3)c2)cc1 was read as TAG inh -13 and TAG inh DAPI viability -1.
For Cc1occc1-c1nnc(SCC(=O)NC2CCCCC2)o1 the results were TAG inh 7 and TAG inh DAPI viability -9.
Screening O=c1[nH]nc(-c2cc(-c3ccccc3)nc3ccccc23)o1 returned TAG inh 7 and TAG inh DAPI viability 5.
For Cc1cc2oc(=O)cc(CN3CCC(C)CC3)c2cc1Cl the results were TAG inh -5 and TAG inh DAPI viability 0.
For CCCc1cc(=O)oc2c(C)c(OS(C)(=O)=O)ccc12 the results were TAG inh -25 and TAG inh DAPI viability 7.
O=C(CCN1C(=O)C2C3C=CC(C3)C2C1=O)NCCN1CCCc2ccccc21 (configuration not stated) was read as TAG inh -9 and TAG inh DAPI viability 7.
`Cc1ccc(S(=O)(=O)N(C)C)cc1NC(=S)N1CCN(Cc2ccc3c(c2)OCO3)CC1` gave TAG inh -4 and TAG inh DAPI viability -12.
Screening O=C(CCNC(=O)Cn1ccc2ccccc2c1=O)NCCCN1CCOCC1 returned TAG inh 1 and TAG inh DAPI viability 4.
CCOC(=O)N1CCN(C(=O)C(C)N(c2ccccc2)S(C)(=O)=O)CC1 (configuration not stated) was read as TAG inh 0 and TAG inh DAPI viability 3.
`O=C1/C(=C/c2ccccn2)SC(=S)N1c1ccc(O)cc1` gave TAG inh -1 and TAG inh DAPI viability -3.
`Cc1nc(CN(C)Cc2nc(Cc3cccc(F)c3)no2)cs1` gave TAG inh -9 and TAG inh DAPI viability -5.
Cc1ccc(NC(=O)/C(=C/c2ccco2)c2ccccc2)c(C)c1 was read as TAG inh 2 and TAG inh DAPI viability -10.
Cc1cc(NC(=O)NC2CC(=O)N(c3ccc4c(c3)OCCO4)C2)no1 (configuration not stated) was read as TAG inh 11 and TAG inh DAPI viability -11.
For Cc1ccc(C)c(NC(=O)c2cc(S(=O)(=O)N3CCOCC3)cn2C)c1 the results were TAG inh -7 and TAG inh DAPI viability -1.
`CCOC(=O)C1=C(N)Oc2ccc3ccccc3c2C1c1ccc(O)cc1` (configuration not stated) gave TAG inh 4 and TAG inh DAPI viability 2.
CN(C)c1cc(C(=O)N(C)c2ccccc2)ncn1 was read as TAG inh 1 and TAG inh DAPI viability -4.
COc1cc(/C=N/NC(=O)c2c(C)nc3ccc(Cl)cn23)cc(OC)c1OC was read as TAG inh -2 and TAG inh DAPI viability -4.
`COc1cccc(-c2nn(-c3ccccc3)cc2CNC(C)Cn2cncn2)c1` (configuration not stated) gave TAG inh -6 and TAG inh DAPI viability -13.
S=c1[nH]nc(Cc2cccs2)n1-c1cccc2ccccc12 was read as TAG inh -3 and TAG inh DAPI viability 9.
`Cc1c(NC(=O)c2ccccc2)c(=O)n(-c2ccccc2)n1C` gave TAG inh -1 and TAG inh DAPI viability -1.
For Cc1cc(C)nc(SCc2ccc(C(=O)N/N=C3\CCCC(=O)C3)cc2)n1 the results were TAG inh 4 and TAG inh DAPI viability 3.
Nc1nc2nccc(-c3cccnc3)n2n1 was read as TAG inh 8 and TAG inh DAPI viability 1.
Screening COc1ccc2[nH]c3c(=S)nc[nH]c3c2c1 returned TAG inh 5 and TAG inh DAPI viability 6.
`CCOC(=O)C1(C)CCCCN1C(=O)c1ccc(N(C)C)cc1` (configuration not stated) gave TAG inh 13 and TAG inh DAPI viability -16.
`CCn1c(SCC(=O)N2CC(=O)Nc3ccccc32)nnc1-c1ccoc1C` gave TAG inh 4 and TAG inh DAPI viability 5.
Screening CC(C)n1c(SCC(=O)Nc2nc3c(s2)CCCC3)nc2c1c(=O)n(C)c(=O)n2C returned TAG inh 2 and TAG inh DAPI viability -5.
For OC[C@@H]1CN(CCN2CCOCC2)C[C@H](n2cnc3c(N4CCCC4)ncnc32)O1 the results were TAG inh 1 and TAG inh DAPI viability -6.
CCN(CC)c1ccc(S(=O)(=O)N2CCOCC2)cc1NC(=O)C1CC1 was read as TAG inh 2 and TAG inh DAPI viability -4.
`CN1C(=O)N(CC(=O)N2CCN(c3ccccc3F)CC2)C(=O)C12CCCCC2` gave TAG inh 8 and TAG inh DAPI viability 0.
Screening CCc1nc2sc(C(=O)O)c(N)c2c2c1CCCC2 returned TAG inh 1 and TAG inh DAPI viability -1.
Screening CC(N)C12CC3CC(CC(C3)C1)C2 (configuration not stated) returned TAG inh 7&9 and TAG inh DAPI viability 8&-8.
CN(C)S(=O)(=O)c1ccc(NC(=O)COC(=O)Cn2[nH]c(=O)c3ccccc3c2=O)cc1 was read as TAG inh 1 and TAG inh DAPI viability 2.
Screening CN(C1CCCCC1)S(=O)(=O)c1ccc(NC(=O)CCC(=O)O)cc1 returned TAG inh 5 and TAG inh DAPI viability -10.
`Cc1nn2c(NCc3ccccn3)c3c(nc2c1-c1ccccc1)CCC3` gave TAG inh 61* and TAG inh DAPI viability -32*.
CC(=O)OC1COC(n2ccc3ccccc32)C(OC(C)=O)C1OC(C)=O (configuration not stated) was read as TAG inh 0 and TAG inh DAPI viability -6.
Screening Cc1c(C(=O)N2CCCC(C(F)(F)F)C2)oc2ccccc12 (configuration not stated) returned TAG inh 12 and TAG inh DAPI viability -9.
Screening CC(=O)Oc1ccc(Cn2c(C)c(C(=O)N(C)Cc3ccc(F)cc3)sc2=O)cc1 returned TAG inh -5 and TAG inh DAPI viability -3.

Grouped by structure: the compounds so far with a thiophene ring, fused or not.
S=c1[nH]nc(Cc2cccs2)n1-c1cccc2ccccc12 was read as TAG inh -3 and TAG inh DAPI viability 9.
Screening CCc1nc2sc(C(=O)O)c(N)c2c2c1CCCC2 returned TAG inh 1 and TAG inh DAPI viability -1.

New compounds follow.
`Cc1cccc(CNc2ncnc3ccc(-c4ccc5c(c4)OCCO5)cc23)c1` gave TAG inh -47 and TAG inh DAPI viability 10.
O=C1c2ccccc2-c2ncnc3c(N4CCOCC4)cc(N4CCOCC4)c1c23 was read as TAG inh 16 and TAG inh DAPI viability -11.
O=C(CSc1n[nH]c(-c2ccccn2)n1)Nc1ccccc1 was read as TAG inh 12 and TAG inh DAPI viability -13.
`Cc1nnc(Oc2ccccc2F)c2ccccc12` gave TAG inh 1 and TAG inh DAPI viability -18.
O=C1c2ccccc2[C@@H]2C[C@H]3O[C@H]3CCN12 was read as TAG inh -3 and TAG inh DAPI viability 6.
Screening COc1cc(/C=C/CNC[C@H]2O[C@@H](n3cnc(C(N)=O)n3)[C@H](O)[C@@H]2O)ccc1O returned TAG inh -7 and TAG inh DAPI viability -6.
For COc1ccc(CN(C(=S)Nc2ccccc2)C2CC(=O)N(c3ccc(F)cc3)C2=O)cc1 (configuration not stated) the results were TAG inh 13 and TAG inh DAPI viability -7.
`CN1C[C@@H]2[C@@H]3C(=O)N(Cc4ccccc4)C(=O)[C@@H]3[C@](Cc3ccccc3)(C1=O)N2C(=O)c1ccccc1` gave TAG inh 12 and TAG inh DAPI viability -14.
Screening Cc1ccc(NC(=O)CN(C)C(=O)COC(=O)c2nccnc2N)cc1 returned TAG inh -9 and TAG inh DAPI viability 1.
CCOC(=O)c1c(N=CN(C)C)c(C#N)c2n1CCCC2 was read as TAG inh -3 and TAG inh DAPI viability 5.
O=C(O)/C=C/C(=O)N1CCN(c2cccc(Cl)c2)CC1 was read as TAG inh -10 and TAG inh DAPI viability 9.
O=C(CN1CCN(CN2C(=O)NC3(CCCCCC3)C2=O)CC1)Nc1ccc(F)cc1 was read as TAG inh 22 and TAG inh DAPI viability 1.
CC1CN(C(=O)COC(=O)c2cc(Cl)ccc2Cl)CC(C)O1 (configuration not stated) was read as TAG inh -5 and TAG inh DAPI viability -7.
Screening COc1ccc(CN(C(=O)CSc2nnc(-c3c[nH]c4ccccc34)o2)c2ccc(F)cc2)cc1OC returned TAG inh -19 and TAG inh DAPI viability 14.
Screening COc1cccc2cc(-c3nc4ccccc4o3)c(=O)oc12 returned TAG inh -5 and TAG inh DAPI viability 4.
For CCn1c(SCC(=O)Nc2cc(C)on2)nc2c([nH]c3ccccc32)c1=O the results were TAG inh 18 and TAG inh DAPI viability 4.
Screening C/C(=N\NC(=S)NC1CCCCC1)c1cccc(C(F)(F)F)c1 returned TAG inh 19 and TAG inh DAPI viability 2.
CCOc1ccc(NC(=O)c2cccc3c2C(=O)N(Cc2cccnc2)C3)cc1 was read as TAG inh 34 and TAG inh DAPI viability -8.
`CN(C)/C=C(\C#N)C(=O)N/N=C(\CC(=O)C(F)(F)F)c1ccco1` gave TAG inh 5 and TAG inh DAPI viability 9.
`NC(CCC(=O)O)C12CC3CC(CC(C3)C1)C2` (configuration not stated) gave TAG inh 2 and TAG inh DAPI viability 4.

Sorted by heavy-atom count (highest first): part of the list above.
O=C(CN1CCN(CN2C(=O)NC3(CCCCCC3)C2=O)CC1)Nc1ccc(F)cc1 was read as TAG inh 22 and TAG inh DAPI viability 1.
For CCn1c(SCC(=O)Nc2cc(C)on2)nc2c([nH]c3ccccc32)c1=O the results were TAG inh 18 and TAG inh DAPI viability 4.
`NC(CCC(=O)O)C12CC3CC(CC(C3)C1)C2` (configuration not stated) gave TAG inh 2 and TAG inh DAPI viability 4.

Continuation.
COc1ccccc1N(CC(O)Cn1ccnc1C)S(=O)(=O)c1ccccc1 (configuration not stated) was read as TAG inh -13 and TAG inh DAPI viability 8.
CC(C)(C)c1ccc(C(=O)NCC(=O)OCC(=O)N2CCN(S(=O)(=O)c3ccc(Cl)cc3)CC2)cc1 was read as TAG inh 2 and TAG inh DAPI viability 3.
COc1ccc(Nc2nc(C)nc3c2nnn3Cc2ccccc2Cl)c(OC)c1 was read as TAG inh 2 and TAG inh DAPI viability 7.
Screening CC(C)Oc1cccc(NC(=O)c2cnccc2C(F)(F)F)c1 returned TAG inh -5 and TAG inh DAPI viability 9.
`C=CCN1C(=O)c2ccccc2Sc2ccc(C(=O)N3CCN(C)CC3)cc21` gave TAG inh -21 and TAG inh DAPI viability 0.
CN(C)c1ccc(N2CC(C)(C)C2=O)cc1 was read as TAG inh 4 and TAG inh DAPI viability 6.
CCn1c(SCC(=O)Nc2nccs2)nnc1-c1ccc(S(=O)(=O)N2CCCCC2)cc1 was read as TAG inh 15 and TAG inh DAPI viability -6.
`CSCCC(NS(=O)(=O)c1cccc(C(F)(F)F)c1)C(=O)Nc1ccccc1N1CCCC1` (configuration not stated) gave TAG inh 39 and TAG inh DAPI viability -5.
`O=C(Nc1ccccc1)Oc1cccc(Br)c1` gave TAG inh -4 and TAG inh DAPI viability 9.
CCN(C(=S)NC(=O)CCc1ccccc1)c1ccccc1 was read as TAG inh -3 and TAG inh DAPI viability 6.
`Cc1ccc(S(=O)(=O)N2CCCC2C(=O)Nc2ccc(O)cc2)cc1` (configuration not stated) gave TAG inh 2 and TAG inh DAPI viability 1.
Screening COc1cccc(C(=O)Nc2cc(Cl)c(O)c(Cl)c2)c1 returned TAG inh 7 and TAG inh DAPI viability -5.
Screening Cc1csc(NC(=O)C(Cc2ccccc2)n2cccc2)n1 (configuration not stated) returned TAG inh -40 and TAG inh DAPI viability -1.
CC(Sc1nnnn1-c1ccc(O)cc1)c1nc2ccccc2c(=O)[nH]1 (configuration not stated) was read as TAG inh -4 and TAG inh DAPI viability 90.
CC(C)c1ccc(CCNC(=O)CCNS(=O)(=O)c2ccc(Br)cc2)cc1 was read as TAG inh -15 and TAG inh DAPI viability 1.
Screening CC[C@@H]1CCCCc2ccccc2[C@@H](C(=O)C[C@@H](O)CC(C)=O)OC1=O returned TAG inh -2 and TAG inh DAPI viability 0.
`CCCc1cc(=O)[nH]c(SCC(=O)Nc2cc(S(=O)(=O)N3CCOCC3)ccc2Cl)n1` gave TAG inh -3 and TAG inh DAPI viability 3.
`c1csc(-c2cnc3n2CCCC3)c1` gave TAG inh 6 and TAG inh DAPI viability -8.
`O=C(O)C1=C(C(=O)Nc2ccc(F)c(Cl)c2)CCCC1` gave TAG inh -10 and TAG inh DAPI viability 4.
`COc1ccc(C2=CC(c3ccc(Cl)cc3)n3cnnc3N2)cc1OC` (configuration not stated) gave TAG inh 1 and TAG inh DAPI viability 12.
`Cc1ccc(CC(=O)N(C)CC(=O)N(CC(C)C)c2c(N)n(CC(C)C)c(=O)[nH]c2=O)cc1C` gave TAG inh 11 and TAG inh DAPI viability 4.

Reprinted at random: two entries already listed.
CN(C)c1ccc(N2CC(C)(C)C2=O)cc1 was read as TAG inh 4 and TAG inh DAPI viability 6.
CC(C)c1ccc(CCNC(=O)CCNS(=O)(=O)c2ccc(Br)cc2)cc1 was read as TAG inh -15 and TAG inh DAPI viability 1.
